High-throughput results as filed in PubChem BioAssay.
MEX-5 binding = MEX-5 zinc finger RNA-binding disruptors – biochemical, C. elegans, fluorescence polarization, MLPCN library, primary screen | activity score (negative = inhibition of binding), % at 10 µM | 0.38% of 300,000 active | AID 1832, 2009 | MEX-5/FITC-TCR2 RNA binding; active compounds read low;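 active = inhibition past about -25% in most replicates, and total fluorescence under double the plate's negative control median, limit read from the data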;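 note: 0% = DMSO and -100% = 5 µM competing unlabeled TCR2 RNA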
Target sequence (Q9XUB2 whole entry, looked up): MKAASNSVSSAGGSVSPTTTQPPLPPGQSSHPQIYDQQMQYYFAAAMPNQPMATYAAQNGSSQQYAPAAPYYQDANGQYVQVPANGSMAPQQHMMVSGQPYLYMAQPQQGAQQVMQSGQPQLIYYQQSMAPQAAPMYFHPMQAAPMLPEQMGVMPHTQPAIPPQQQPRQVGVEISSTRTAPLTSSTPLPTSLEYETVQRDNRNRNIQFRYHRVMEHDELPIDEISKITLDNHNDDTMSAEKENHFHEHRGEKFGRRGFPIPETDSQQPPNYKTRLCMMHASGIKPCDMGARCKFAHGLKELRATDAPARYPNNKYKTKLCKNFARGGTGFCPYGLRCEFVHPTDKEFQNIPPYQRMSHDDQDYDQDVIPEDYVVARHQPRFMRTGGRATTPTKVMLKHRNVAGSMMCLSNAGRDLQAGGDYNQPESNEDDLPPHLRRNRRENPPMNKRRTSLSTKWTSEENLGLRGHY
PME-1 primary = PME-1 inhibitors via competitive probe labeling, primary screen, biochemical, fluorescence polarization, FP-Rh probe, HTS; Protein phosphatase methylesterase 1 (Homo sapiens), Q9Y570; inhibition, % at 5.9 µM; AID 2130, 2009; 0.53% of 320,000 active; recombinant PME-1;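 active = inhibition above the campaign mean of all compounds plus 3 SD, cut at about 26% in these data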;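 note: competitive labeling of PME-1 active site by serine hydrolase directed probe; 0% = PME-1 with DMSO and 100% = wells lacking PME-1 enzyme; inhibitors block probe labeling so polarization falls and inhibition rises; many of its hits are not listed in these tables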
Target sequence (Q9Y570 whole entry, looked up): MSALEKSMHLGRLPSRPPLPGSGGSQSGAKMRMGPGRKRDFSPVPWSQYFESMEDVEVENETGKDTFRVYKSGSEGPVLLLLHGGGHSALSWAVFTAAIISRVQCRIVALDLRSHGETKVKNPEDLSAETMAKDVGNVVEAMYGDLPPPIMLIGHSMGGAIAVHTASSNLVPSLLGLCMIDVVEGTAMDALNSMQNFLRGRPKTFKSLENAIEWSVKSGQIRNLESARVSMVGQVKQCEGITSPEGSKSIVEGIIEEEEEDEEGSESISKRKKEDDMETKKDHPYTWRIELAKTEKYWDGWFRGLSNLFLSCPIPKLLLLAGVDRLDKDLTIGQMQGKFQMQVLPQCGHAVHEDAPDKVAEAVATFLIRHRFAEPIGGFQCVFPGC
pPAFAH FP inh = pPAFAH enzyme inhibitors, primary screen, biochemical, fluorescence polarization, human. Platelet-activating factor acetylhydrolase (Homo sapiens), Q13093. inhibition, % at 3.39 µM. AID 463082, 2010. recombinant pPAFAH, FP-rhodamine probe fluorescence polarization. 1.5% of 330,000 active;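 active = inhibition above the mean inhibition across the screen plus 3 SD, cut at about 25% in these data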;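 note: inhibitors block binding of the rhodamine activity-based probe so polarization drops; 0% = enzyme with DMSO and 100% = wells lacking pPAFAH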
MCL1 BIM primary = inhibitors of MCL1 binding to BIM-BH3, primary screen, biochemical, fluorescence polarization; 0.68% of 320,000 active; GST-MCL1 / FITC-Bim-BH3 fluorescence polarization; inhibition, % at 10.9 µM; Induced myeloid leukemia cell differentiation protein Mcl-1 (Homo sapiens), Q07820;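 active = inhibition above the mean inhibition of all tested compounds plus 3 SD, set per campaign, cut at about 40% in these data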;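 note: 0% = DMSO wells and 100% = unlabeled Bim-BH3 peptide control; higher means more loss of mP so more displacement of Bim peptide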
GLD-1 RNA inh = GLD-1/TGE RNA complex disruptors, primary screen, biochemical, fluorescence polarization | Female germline-specific tumor suppressor gld-1 (Caenorhabditis elegans), Q17339 | purified GLD-1 + fluorescein TGE RNA | inhibition, % at 5.96 µM | 0.44% of 320,000 active | AID 2280, 2010;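 active = percent inhibition above a per-plate cutoff, the plate mean of test compounds plus 3 SD, cut at about 30% in these data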;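 note: 0% = DMSO wells with GLD-1 and probe and 100% = wells lacking GLD-1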
PAFAH1B2 FP inh = PAFAH1B2 enzyme inhibitors, primary screen, biochemical, fluorescence polarization, human. Platelet-activating factor acetylhydrolase IB subunit alpha2 (Homo sapiens), P68402. recombinant PAFAH1B2, FP-rhodamine activity probe. inhibition, % at 3.39 µM. 1.2% of 340,000 active. AID 492953, 2010;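 active = inhibition above the mean of all tested compounds plus 3 SD, cut at about 24% in these data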;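 note: 0% = enzyme with DMSO and 100% = wells lacking PAFAH1B2; many of its hits are not listed in these tables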
AHR act = AHR activators, primary screen, cell-based, luminescence, luciferase reporter, human; AHR-responsive luciferase reporter cells; activation, % at 5 µM; AID 2796, 2010; Aryl hydrocarbon receptor (Homo sapiens), P35869; 2.5% of 320,000 active; in the data active = activation above about 47%;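 note: 0% = vehicle wells and 100% = reference agonist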
Fam108B counter = mouse Fam108B serine hydrolase inhibitors, primary screen, counter-screen for RBBP9 inhibitor project, biochemical, fluorescence polarization | inhibition, % at 9.51 µM | recombinant Fam108B, FP-Rh probe fluorescence polarization | 0.33% of 300,000 active | AID 1947, 2009;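 active = inhibition above the screen mean inhibition plus 3 SD, computed separately per campaign, cut at about 18% in these data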;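 note: inhibitors lower polarization as less probe binds the enzyme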
Bcl-xL primary = inhibitors of human Bcl-xL, primary screen, biochemical, fluorescence polarization, HTS | inhibition, % at 10.9 µM | GST-Bcl-xL / FITC-Bim BH3 peptide fluorescence polarization | 0.7% of 320,000 active | Bcl-2-like protein 1 (Homo sapiens), Q07817;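 active = inhibition above the mean of all tested compounds plus 3 SD, cutoff set per campaign, cut at about 30% in these data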;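 note: 0% = DMSO wells and 100% = unlabeled Bim-BH3 peptide competitor; inhibitors lower millipolarization by displacing the labeled peptide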
* = called active by the depositor; · = no result given. These rows are one share of the data. The share of hits here may be higher or lower than overall.

mol	MEX-5 binding	PME-1 primary	pPAFAH FP inh	MCL1 BIM primary	GLD-1 RNA inh	PAFAH1B2 FP inh	AHR act	Fam108B counter	Bcl-xL primary
CN(C)S(=O)(=O)c1cccc(COc2ncnc3c(Cl)cc(Cl)cc23)c1	0.1	6	3	7	-4	1	0	1	5
COC(=O)CSc1snnc1-c1ccc(Cl)c(Cl)c1	-1.9	-1	5	4	-2	6	2	2	-2
CCn1c(SCC(=O)Nc2ccc(C(C)=O)cc2)nnc1C1CC1	1.6	1	-1	-1	2	4	1	2	1
CCOC(=O)CSc1nc(N)c(C#N)c(-c2ccc(OCC)cc2)c1C#N	-2.6	-2	-2	-2	-3	-3	-2	-7	-3
COC(=O)c1cc(C)sc1NC(=O)C1CC(=O)NN1Cc1ccccc1 (configuration not stated)	3.2	4	6	11	-12	-1	6	-1	2
Cc1nn(Cc2ccccc2)c(C)c1NC(=O)CSc1nnc(-c2cc(Cl)ccc2O)n1C	0.8	5	2	4	-3	1	11	5	-11
CC12CCC(=O)N1C(C(=O)OCC(=O)Nc1sccc1C#N)CS2 (configuration not stated)	-13	2	12	35	22	3	8	4	40*
CCC/C(O)=C1\C(=O)CC(C)(C)CC1=NCc1ccccc1	1.7	0	-2	10	1	2	-4	-1	9
Cc1nc2ccccc2c(=O)n1/N=C/c1ccc(N(C)C)cc1	-0.5	4	2	3	-6	1	1	3	5
Cc1cccc(NS(=O)(=O)c2cccc3nsnc23)c1	1.0	10	9	-2	-4	4	1	2	3
CCNc1c([N+](=O)[O-])c(=O)oc2ccccc12	0.4	2	-3	3	-3	8	2	-1	5
CSc1cccc(NC(=O)c2c(Cl)cnn2C)c1	0.0	9	8	4	-1	3	8	-5	-1
CN1CCN(c2ccc(S(=O)(=O)N3CCOCC3)cc2)CC1	0.8	-1	0	8	1	0	-2	1	3
O=C(NCC1CCCO1)c1cn(Cc2ccccc2)nc1-c1ccc(Cl)cc1 (configuration not stated)	·	-7	5	0	4	-1	16	·	2
O=C(CCCOc1cccc(Br)c1)NCCOc1ccccc1	1.8	2	7	0	2	12	-1	-3	4
Cc1c(C(=O)O)cccc1-n1c(C)cc(/C=C(/C#N)C(=O)NCc2ccccc2)c1C	-2.9	-7	29*	12	11	·	-1	-1	8
O=C(O)c1ccc(-c2ccc(O)c(F)c2)cc1	-1.4	4	9	9	-3	5	-2	3	6
Cc1ccc(CNC(=O)CCS(=O)(=O)c2cccc3nonc23)cc1	0.2	3	7	4	5	5	2	5	6
Cn1c(=O)c2c(nc(CN3CCN(CCO)CC3)n2Cc2ccccc2Cl)n(C)c1=O	-1.8	2	2	3	2	4	1	-3	1
CCOC(=O)/C(C#N)=C/N1CCOCC1	-1.1	2	4	-1	6	0	-2	-2	2
C=CCC[C@H](Cc1ccc(F)cc1)C(=O)OC[C@@H](Cc1c[nH]c2ccccc12)NC(=O)[C@@H](CC=C)CC(=O)N[C@H](CO)Cc1ccccc1	·	·	4	·	0	6	1	·	·
c1ccc2nc3c(nc2c1)[nH]c1ccccc13	0.0	-2	2	-6	3	5	158*	3	-1
Cc1ccc(S(=O)(=O)NCc2cccnc2)cc1C	1.6	2	-1	-3	-3	2	0	-4	4
N#Cc1ccc(C(=O)NNC(=O)c2ccncc2)cc1	-0.3	-2	-1	0	-1	0	0	-1	6
CC1CCN(C(=O)c2ccc(NC(=O)C3CCCO3)cc2)CC1 (configuration not stated)	-2.6	-2	1	1	-4	3	2	-3	4

Marked active in AHR act, of those listed so far:
molecule	MEX-5 binding	PME-1 primary	pPAFAH FP inh	MCL1 BIM primary	GLD-1 RNA inh	PAFAH1B2 FP inh	AHR act	Bcl-xL primary
c1ccc2nc3c(nc2c1)[nH]c1ccccc13	0.0	-2	2	-6	3	5	158*	-1

A different layout for 2 compounds above:
Values run as follows: MEX-5 binding, PME-1 primary, pPAFAH FP inh, MCL1 BIM primary, GLD-1 RNA inh, PAFAH1B2 FP inh, AHR act, Fam108B counter, Bcl-xL primary
O=C(CCCOc1cccc(Br)c1)NCCOc1ccccc1
  1.8, 2, 7, 0, 2, 12, -1, -3, 4
Cc1c(C(=O)O)cccc1-n1c(C)cc(/C=C(/C#N)C(=O)NCc2ccccc2)c1C
  -2.9, -7, 29*, 12, 11, ·, -1, -1, 8

Additional results follow:
mol	MEX-5 binding	PME-1 primary	pPAFAH FP inh	MCL1 BIM primary	GLD-1 RNA inh	PAFAH1B2 FP inh	AHR act	Fam108B counter	Bcl-xL primary
Clc1ccccc1C1=Nn2c(nnc2-c2ccco2)SC1	0.7	-1	4	-1	0	·	1	2	-6
CCC(=O)NC(=S)Nc1ccc(NC(=O)c2ccco2)cc1	1.8	-4	3	12	0	-2	0	0	0
CCN1C(=O)C(O)(CC(=O)c2c(C)coc2C)c2ccccc21 (configuration not stated)	2.0	-2	5	-2	2	11	1	2	7
CCOC(=O)CC(=O)Nc1ccc(C(=O)OCC)cc1	-3.6	-1	1	-1	4	3	4	-1	7
CC(OC(=O)C1CC2CCCC(C1)C2=O)C(=O)Nc1cccc([N+](=O)[O-])c1 (configuration not stated)	·	·	-11	·	4	4	2	·	·
COc1cccc(CN2CC(C(=O)N3CCCO3)CCC2=O)c1 (configuration not stated)	1.9	0	2	-4	0	3	1	-1	4
CC(C)c1nnc(NC(=O)C2CCCN(C(=O)Nc3ccc(F)cc3)C2)s1 (configuration not stated)	2.3	-6	2	-6	2	9	1	-2	4
CCN1C(=O)CSc2ccc(C(=O)NCc3ccccc3OC)cc21	-0.5	-1	3	-9	5	2	0	-3	1
CCCCc1nc(NCCN2CCOCC2)c(C#N)c2c1COC(C)(C)C2	-0.3	1	10	10	-2	0	6	8	4
COc1cc(-c2n[nH]c(=S)n2-c2cccc(C(F)(F)F)c2)cc(OC)c1OC	0.8	-1	4	-17	3	-2	5	1	-21
CCN1CCN(/C=N/c2nc3c(s2)CCCC3)CC1	0.0	0	5	10	-1	1	6	-3	0
CS(=O)(=O)N(CC(=O)N1CCc2ccccc2C1)Cc1ccc(Cl)cc1	0.1	-1	12	4	8	10	2	3	3
CC(=NCc1cccc(Cl)c1)c1nc(-c2ccco2)oc1O	0.4	8	7	1	-2	4	-2	1	3
O=[N+]([O-])c1ccc(COc2cccc(CNc3ccc(Br)cc3)c2)cc1	0.8	-1	-5	3	2	4	6	-1	2
COc1ccc(CCN(C)C(=O)CN2C(=O)c3ccccc3S2(=O)=O)cc1OC	-2.0	3	0	-22	1	4	3	-1	-3
CCOC(=O)N1CCC(NC(=O)CS(=O)(=O)Cc2nc(-c3cccc(OC)c3)oc2C)CC1	2.2	6	2	1	3	3	0	2	4
CCn1nc(C)c(NC(=O)c2cc(Br)ccc2Cl)c1C	1.2	-1	7	-7	-1	-2	2	-2	-4
c1ccc2c(c1)ncn2CCC1CCCCC1	-1.0	-6	3	1	0	22	0	0	-2
Cc1ccc(C2CC2c2n[nH]c(=S)n2-c2cccc(Cl)c2)cc1 (configuration not stated)	-0.4	-6	4	-20	3	-5	5	-2	-7
O=C(CCc1ccccc1)NNC(=O)Nc1ccc(Cl)cc1	-0.6	-9	4	5	2	0	0	3	2
Cn1c(CNC(=O)CNC(=O)Cc2ccc(F)cc2)cc(=O)n(C)c1=O	0.5	-3	-1	-5	0	-1	-1	4	1
COc1ccc(C(=O)NC(C(=O)NCc2ccccc2OC)C(C)C)cc1 (configuration not stated)	1.6	0	5	-10	3	2	1	1	-10
CCOC(=O)Cc1csc(NC(=O)c2ccc(C)cc2)n1	1.7	-6	-1	2	3	2	3	1	4
COc1cc(/C=N/NC(=O)c2cccnc2)cc(Br)c1O	0.7	3	3	6	13	-4	11	1	6
COc1cc(NC(=S)Nc2ccccn2)c(OC)cc1Cl	0.3	2	6	12	6	-1	58*	2	3
Cc1cc(C)cc(NC(=O)c2ccc3c(c2)CCN3S(C)(=O)=O)c1	-1.7	-3	7	-1	5	0	-2	-1	6
COC(=O)C1=C(C)N(Cc2ccccc2)C(=NCCc2cccnc2)N[C@H]1c1ccccc1	-0.5	3	2	-9	4	-1	2	4	-2
COC(=O)C1(C)NCCc2c1[nH]c1ccccc21 (configuration not stated)	0.4	3	5	-4	0	1	0	-2	4
CCN(CC)c1c2c(c(C#N)c3nc4ccccc4n13)CCC2	-4.2	4	8	3	7	1	1	1	11

Compound profiles, as listed above. Values in the order: MEX-5 binding	PME-1 primary	pPAFAH FP inh	MCL1 BIM primary	GLD-1 RNA inh	PAFAH1B2 FP inh	AHR act	Fam108B counter	Bcl-xL primary
COc1cc(/C=N/NC(=O)c2cccnc2)cc(Br)c1O across the screens: 0.7	3	3	6	13	-4	11	1	6
CCC(=O)NC(=S)Nc1ccc(NC(=O)c2ccco2)cc1 across the screens: 1.8	-4	3	12	0	-2	0	0	0
Cc1ccc(C2CC2c2n[nH]c(=S)n2-c2cccc(Cl)c2)cc1 (configuration not stated) across the screens: -0.4	-6	4	-20	3	-5	5	-2	-7
O=C(NCC1CCCO1)c1cn(Cc2ccccc2)nc1-c1ccc(Cl)cc1 (configuration not stated) across the screens: ·	-7	5	0	4	-1	16	·	2
